# High-throughput results deposited in PubChem by several laboratories.
# Phagocyt inh – inhibitors of macrophage phagocytosis, primary screen, imaging, J774A.1 cells, IgG beads; J774A.1 macrophage IgG-bead phagocytosis; inhibition, % at 5 µM; 0.07% of 110,000 active;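 active = inhibition above the mean of the plate negative controls plus 5 SD, cut at about 13% in these data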;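 also: phagocytic index as fraction of beads internalized from green versus red external bead signal; plate controls were DMSO negative control for no effect and cytochalasin-D positive control for full effect; some results beyond the cut were filed as inactive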
# HCT116 bCat-KO – primary screen for growth suppressors in beta-catenin knockout HCT116 cells (colon tumor, human); 1.5% of 140,000 active; HCT116 beta-catenin knockout viability, CellTiter-Glo, 60 h; active compounds read low; viability, % at 10 µM; AID 818, 2007;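 active = viability at or under a set limit, the compound median less 4 SD, cut at about 6% in these data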;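 also: 0% = Hyamine 1622 control at 20 µM and 100% = untreated cell control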
# GALR2 antag – GALR2 antagonists in receptor-expressing cells, primary screen. Galanin receptor type 2 (Homo sapiens), O43603. antagonist mode. inhibition, % at 4 µM. 0.39% of 140,000 active. AID 828, 2007; in the data active = inhibition above about 27%;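 also: cells stimulated with galanin 1-16 at roughly its EC80; 0% = agonist challenge control and 100% = basal control without agonist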
# Target sequence (O43603 whole entry, looked up): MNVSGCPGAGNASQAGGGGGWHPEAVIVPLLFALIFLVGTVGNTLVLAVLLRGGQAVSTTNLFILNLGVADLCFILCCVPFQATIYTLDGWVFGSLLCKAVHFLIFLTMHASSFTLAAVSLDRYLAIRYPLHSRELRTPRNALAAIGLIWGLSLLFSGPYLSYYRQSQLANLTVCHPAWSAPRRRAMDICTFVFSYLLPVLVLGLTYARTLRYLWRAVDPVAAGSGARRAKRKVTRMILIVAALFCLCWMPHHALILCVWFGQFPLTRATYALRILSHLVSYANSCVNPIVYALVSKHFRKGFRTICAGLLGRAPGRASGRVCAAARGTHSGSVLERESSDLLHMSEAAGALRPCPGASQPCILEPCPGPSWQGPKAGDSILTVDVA
# Yeast lifespan up – compounds extending yeast replicative lifespan, primary screen, S. cerevisiae, OD615; S. cerevisiae growth with nicotinamide; deaD strain in restrictive glucose medium; inhibition of the nicotinamide effect, % at 10 µM; 0.68% of 130,000 active; AID 775, 2007;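 active = inhibition above a set limit, placed 3 SD over the median of all compounds, cut at about 26% in these data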;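 also: 0% = nicotinamide-treated wells and 100% = cells grown without nicotinamide; some compounds called inactive have numbers as strong as hits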
#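 Assay system: engineered S. cerevisiae DeaD replicative-lifespan strain, galactose-grown log-phase cells; medium: restrictive CSMM-D dextrose medium; also added: nicotinamide, 1.5 mM, co-present with compound; schedule: 48 h compound exposure at 30 °C, humidified; detection: absorbance at 615 nm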
# NPY Y2 blocker – NPY-Y2 receptor antagonists, primary screen, cell-based. Neuropeptide Y receptor type 2 (Homo sapiens), P49146. inhibition, % at 2.7 µM. 0.99% of 140,000 active. NPY-Y2 expressing cells, antagonist mode; in the data active = inhibition above about 17%;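 also: 0% = vehicle with agonist challenge and 100% = reference antagonist with challenge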
# Target sequence (P49146 whole entry, looked up): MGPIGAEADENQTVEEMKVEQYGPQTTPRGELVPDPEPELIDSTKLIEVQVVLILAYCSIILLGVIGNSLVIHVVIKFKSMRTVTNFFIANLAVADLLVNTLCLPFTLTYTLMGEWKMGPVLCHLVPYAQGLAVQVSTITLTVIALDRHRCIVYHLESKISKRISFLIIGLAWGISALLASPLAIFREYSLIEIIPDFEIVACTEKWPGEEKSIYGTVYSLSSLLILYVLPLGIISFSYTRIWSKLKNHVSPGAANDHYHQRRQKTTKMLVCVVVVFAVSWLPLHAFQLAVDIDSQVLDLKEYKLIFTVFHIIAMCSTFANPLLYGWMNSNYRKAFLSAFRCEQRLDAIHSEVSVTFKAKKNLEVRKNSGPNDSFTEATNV
# MRP1 act – H69AR viability gain despite doxorubicin, primary screen, MRP-1 activator project, H69AR cells, CellTiter-Glo | viability rescue | 0.61% of 140,000 active | viability increase, % at 10 µM;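 active = viability gain under doxorubicin at or above a set limit, the compound median plus 3 SD, cut at about 4.7% in these data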;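 also: MRP-1 overexpressing cells given doxorubicin 25 µM after compound pretreatment; 18-22 h compound pretreatment then 72 h with doxorubicin before readout; 0% = doxorubicin-only wells and 100% = vehicle-treated cells without doxorubicin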
# E-sel TNF inh – E-selectin induction blockers in HUVEC – imaging, immunofluorescence, high content, primary screen | HUVEC TNFa-induced E-selectin immunofluorescence | inhibition, % at 2 µM | 0.71% of 120,000 active | AID 1246, 2008;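 active = inhibition above the batch mean plus 3 SD, and confirmed as a hit on visual image review, cut at about 43% in these data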;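 also: 0% = TNF-stimulated DMSO wells and 100% = unstimulated control wells; not every result past the cut was called active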
# PTEN del growth – growth suppression of PTEN-null HCT116, primary screen, cell-based, CellTiter-Glo. HCT116 PTEN-null viability, 60 h; active compounds read low. viability, % at 10 µM. 1.2% of 140,000 active;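 active = viability at or below a set limit, 4 SD under the median of all tested compounds, cut at about 3.7% in these data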;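 also: PTEN knockout HCT116 line with beta catenin targeted HCT116 as companion control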
# Measles CPE – compounds protecting cells from measles virus cytopathic effect, primary screen, measles RdRp inhibitor project, single point, MLSMR library, absorbance. Measles virus-infected cells, CPE protection. AID 841, 2007. 1.5% of 140,000 active. protection (pct of control), % at 4 µM; in the data active = protection mostly above about 24%, no sharp cut-off; inactive = mostly below about 26%; also: some compounds called inactive have numbers as strong as hits
# BB579 growth dn – growth inhibitors of yeast BB579 in restrictive medium, primary screen, yeast lifespan-shortening project, S. cerevisiae; inhibition, % at 10 µM; 0.51% of 140,000 active; OD615, 48 h;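 active = inhibition above a set limit, 3 SD over the mean compound inhibition, cut at about 44% in these data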; also: inactives centre near -24
#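 Assay system: S. cerevisiae DeaD strain BB579 yeast. Medium: CSMM-D restrictive synthetic medium containing dextrose (glucose). Times: 4 h cell preincubation, 48 h compound exposure, 30 °C humidified. Signal: OD615 turbidity measurement. Benchmarks: positive control amphotericin B 10 µg/mL.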
# Starred values were filed as active, the others as inactive; / = no result given; & = joins results of further samples.
SMILES,Phagocyt inh,HCT116 bCat-KO,GALR2 antag,Yeast lifespan up,NPY Y2 blocker,MRP1 act,E-sel TNF inh,PTEN del growth,Measles CPE,BB579 growth dn
N=c1oc2ccccc2cc1-c1nc2ccccc2c(=O)[nH]1,0,86,6,-14,3,1.9,9,84,10,-10
COc1ccc(NC(=O)CN2CCN(c3ccc(F)cc3)CC2)cc1Cl,0,100,-8,-8,5,-0.7,4,107,1,-6
O=C(CSc1nnc(COc2ccccc2F)n1-c1ccccc1)NCc1ccco1,2,102,-15,-11,1,-0.8,8,98&105,27,-17
Cc1ccccc1NC(=S)NCC(c1cccnc1)N1CCOCC1 (stereo not given),9,92,-2,1,1,-4.1,16,96,1,-4
Cc1cccc(C(C)C)c1NC(=O)COC(=O)COc1ccc2c(C)cc(=O)oc2c1,-7,89,-5,-6,1,-0.1,2,89,6,6
COc1cc(C(=O)Oc2ccccc2/C=N/NC(=O)c2ccc(C)cc2)cc(OC)c1OC,/,9,18,-5,14,1.9,/,5,2,-13
COC(=O)[C@@H](NC(=O)NCc1cccc(OC)c1)C(C)C,-1,105,-10,-5,-1,-0.3,55,106,10,-32
CC1CCN(S(=O)(=O)c2cn(C)c(=O)n(C)c2=O)CC1,0,99,-8,-8,4,-2.8,-3,100,6,-14
Cn1c(SCC(=O)Nc2ccc3c(c2)OCO3)nnc1-c1cnccn1,2,99,8,-5,-2,-0.3,-16,102,8,-39
CCC(C)OC(=O)C1=C(C)O[C@]23OC(N)=C(C#N)[C@]12C(=O)c1ccccc13 (stereo not given in full),/,73,-1,/,2,-2.2,19,84,7,-22
COc1ccc(C(=O)N2CCc3cc(OC)c(OC)cc3C2c2cccc([N+](=O)[O-])c2)cc1OC (stereo not given),0,86,-2,-13,1,-2.4,-67,80,7,-57
CCOC(=O)N1N=C(CC)CC1(O)C(F)(F)F (stereo not given),/,97,3,/,0,-1.5,39,95,7,-10
CC(=O)N1CCN(Cc2nc3cc(NS(C)(=O)=O)ccc3n2C)CC1,-1,85,-6,-1,4,0.3,-33,99,8,-30
O=C(Nc1ccc(N2CCN(C(=O)c3ccco3)CC2)c(Cl)c1)c1cc2ccccc2o1,0,2.8*,16,-29,4,-1.7,-2,3.2*,5,-1
Cc1nc2c(c(N3CCOCC3)n1)OCC(=O)N2,0,114,-14,-3,0,-0.7,/,107,19,-30
O=C(Nc1ccc2c(c1)OCO2)c1ccccc1SCC(=O)N1CCCC1,/,92,2,-25,0,-2.0,-6,98,33,-46
COC(=O)CN1C(=O)C2(C(C#N)=C(N)Oc3cc(C)oc(=O)c32)c2ccccc21 (stereo not given),-3,100,5,-7,-1,-0.3,2,104,10,-32
Cc1ccc(-c2nn(CC(=O)NCc3cc(-c4nn(C)c(=O)c5ccccc45)ccc3C)c(=O)c3ccccc23)cc1,-1,83,-3,-3,2,-3.0,-7,89,1,-27
N#Cc1cc(-c2ccccc2)nnc1Sc1ccccc1,-1,69,5,-5,-3,-3.4,-2,70,6,-21
COc1ccc(Cl)cc1NC(=O)CN(C(=O)c1ccco1)C1CCCCC1,0,90,16,-5,13,-2.4,9,81,7,-14
COc1ccccc1C1C(C(C)=O)=C(C)N=c2s/c(=C\c3cc(OC)c(OC)c(OC)c3)c(=O)n21 (stereo not given),/,81,2,/,1,-4.5,0,74,2,-21
CCCN(CCC)CCNC(=O)c1cc2c(C)nc3ccccc3c2o1,-3,67,1,-14,0,-3.0,6,75,-1,-13
Cn1c(CSc2nnc(SCc3ccccc3)s2)nc2ccccc21,-1,98,-7,-9,5,-1.9,/,98,18,-10
COc1ccc(-c2nc3ccc(N4CCCC4)cc3c(=O)[nH]2)cc1OC,-2,94,2,0,-1,-2.7,/,89,14,-36
O=C1c2ccccc2C(=O)N1CCCC(=O)N1CCCc2ccccc21,-1,108,-1,-17,-1,0.5,1,101,25,-22
COc1cc(/C=C/C(=O)Nc2nc3ccc(S(=O)(=O)NC(C)C)cc3s2)cc(OC)c1OC,-2,91,2,0,0,-0.9,3,95,14,-59
COc1cccc(NC(=O)c2nnn(Cc3ccc(Br)cc3F)c2N)c1,0,97,-1,-11,0,2.1,-35,89,3,15
CC(C)CNc1oc(-c2ccco2)nc1C#N,/,100,-1,/,1,0.6,-18,103,1,-37
COC(=O)C1=C(C(=O)OC)SC2(S1)C(C(=O)OC)=C(C(=O)OC)SC1=C2c2cccc(C)c2NC1(C)C,1,47,14,-5,18*,-1.7,-1,82,14,-61
CCCCNC(=O)CSc1nc2cc3c(cc2c(=O)n1CCCN(CC)CC)OCO3,-1,94,5,-9,3,-0.4,/,98,9,-49
CCCC1S/C(=N/N=C/c2ccco2)NC1=O (stereo not given),-4,99,1,-1,1,-0.8,2,99,17,-14
CCS(=O)(=O)N1Cc2ccccc2CC1C(=O)N1CCN(c2cccc(C)c2C)CC1 (stereo not given),0,68,-2,-11,3,-0.3,-11,63,0,-25
CCN1CN(Cc2ccco2)CNC1=S,3,88,2,4,1,-0.1,/,101,13,-12
CCN1/C(=C/C(=O)c2ccco2)Sc2ccccc21,0,75,2,-34,4,-5.3,-7,76,3,-10
Cc1[nH]c(=O)c(C#N)c(C)c1Br,/,101,10,-10,4,-0.8,-30,100,3,-59
Cc1cc(C(=O)OCC(=O)N2CC(=O)Nc3ccccc32)c(C)n1-c1ccccc1,-4,78,-3,3,3,-3.1,18,66,21,-28
Cc1[nH]c2ccccc2c1C(=O)COC(=O)C1CC(=O)N(Cc2ccccc2)C1 (stereo not given),1,102,16,-20,3,-2.6,18,101,6,-45
COc1cc(C)c(S(=O)(=O)NCc2ccc3c(c2)OCO3)cc1C,/,97,-11,9,5,-1.7,10,99,3,-20
CCn1cc(C(=O)OCC(=O)Nc2ccc(S(=O)(=O)N3CCCC3)cc2)c(=O)c2ccc(C)nc21,0,98,-21,8,0,-0.2,-66,101,22,-22
Cc1ccc(CSCCNC(=O)c2cccc([N+](=O)[O-])c2)cc1,6,89,1,-4,4,-1.4,/,99,6,-7
C=CCn1c(SCC(=O)Nc2nnc(CC)s2)nnc1-c1cccnc1,2,86,3,-14,0,-2.9,-5,88,5,-10
COc1ccc(Oc2ccc(N/C=C3\CCCC3=O)cc2)cc1,-6,92,-1,1,3,-3.1,/,89,2,-37
COCCNC(=O)NC(=O)COC(=O)Cc1ccc2c(c1)OCCO2,0,91,-1,0,0,0.6,-2,96,6,-26
NC(=O)CSc1nnc(Cc2ccc3c(c2)OCO3)n1C1CCCCC1,-1,99,-11,-7,2,-0.6,11,101,17,-41
CCCSc1nnc(N)s1,-2,94,3,0,-1,-0.5,-4,100,6,-32
N#CCCN1CCN(Cn2c3ccccc3c3ccccc32)CC1,-1,81,-9,-16,3,-1.2,-4,101,12,-45
COc1cc(OC)c(C2N(c3ccc(Cl)c(Cl)c3)C(=O)C3CCCN32)cc1OC (stereo not given),-4,97,6,-5,2,-3.7,28,83,13,-9
CCC(C)(C(=O)NC1CCCC1)N(C(=O)c1cnccn1)c1ccccc1 (stereo not given),0,81,-7,0,3,-0.6,/,89,10,-53
Nc1n[nH]c(CCCO)n1,-6,104,-4,0,2,-0.3,-13,105,9,-41
COC(=O)CN1C(=S)N(Cc2ccccc2)C(=O)C1CC(=O)Nc1ccc(OC)cc1 (stereo not given),2,78,5,-2,-1,-4.1,13,79,3,-35
# (list continues)
SMILES,Phagocyt inh,HCT116 bCat-KO,GALR2 antag,Yeast lifespan up,NPY Y2 blocker,MRP1 act,E-sel TNF inh,PTEN del growth,Measles CPE,BB579 growth dn
CN(C)CCNC(=O)Cn1nc(C(F)F)cc1C1CC1,-1,94,21,4,0,-0.5,15,99,16,-9
CCc1nc(SCC(=O)N2c3ccccc3CC2C)c2c(C)c(C)sc2n1 (stereo not given),/,27,-7,-19,16,-5.0,-1,20,27,-26
Cc1ccc(N(CC(=O)Nc2cccc(C)c2)S(=O)(=O)c2cccc3nonc23)cc1,-1,89,-1,-3,-2,-3.9,/,73,13,-37
CC(C)C(=O)c1cn(CC(=O)NCc2ccc3c(c2)OCO3)c2ccccc12,/,85,1,/,1,-2.1,-19,101,1,-43
COc1cc(C)ccc1OCCCOc1ccccc1Cl,2,56,-4,-18,4,1.2,-25,63,5,-38
COC(=O)c1ccc(Cn2cnc3ccccc3c2=O)cc1,-2,99,7,4,3,-1.6,/,94,17,-9
COc1ccccc1S(=O)(=O)c1ccccc1[N+](=O)[O-],-2,92,-8,0,1,-1.9,15,95,11,-3
O=C(NC1CCCCC1)C12CC3CC(C1)CC(n1cncn1)(C3)C2,/,102,8,-10,0,-2.9,-23,92,10,-20
Cc1cccc(NC(=O)/C=C/c2cccs2)n1,/,77,8,-16,3,-1.6,17,85,25,-17
COc1ccc(C(=O)NNc2ccccc2)cc1,0,97,-4,-2,1,-3.5,/,107,9,-9
COc1cc(NC(=O)NS(=O)(=O)c2ccc(C)cc2)cc(OC)c1,2,82,-10,-10,-1,-2.7,16,97,8,-21
CCOc1ccc(/C(O)=C/C(=O)C(=O)Nc2ccc(S(=O)(=O)NC(C)=O)cc2)cc1,-5,95,8,-1,-1,1.3,/,97,9,-2
CCOc1ccccc1N(CC(=O)NC(C)(C)C)C(=O)Cn1nnc(-c2ccc(C)o2)n1,0,101,-2,-10,0,0.4,-4,101,4,4
CCOC(=O)c1cc(CC)sc1NC(=O)c1cccc(N2C(=O)CCC2=O)c1,-11,89,-8,-2,1,-0.8,47,93,18,-16
O=C(Nc1nnc(CC(=O)N2CCOCC2)s1)c1cccs1,/,92,-3,-14,0,-1.2,-10,106,7,-72
CCC(c1nnnn1CCc1ccccc1)N(Cc1ccco1)Cc1cc2cccc(C)c2[nH]c1=O (stereo not given),-3,60,-1,-5,12,-2.6,/,50,10,-44
